# Ba/F3 V617F tox: reduced viability of JAK2V617F-dependent Ba/F3 cells, primary screen, JAK2V617F inhibitor project, cell-based, Ba/F3 EpoR-JAK2V617F, luminescence. ATP luminescence. 220,000 compounds, 1.1% hits. AID 1446, 2008. inhibition, % at 5.6 µM;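 active = inhibition above the campaign mean plus 3 SD over all tested compounds, cut at about 24% in these data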;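 note: cytokine-independent growth of Ba/F3 cells driven by EpoR plus mutant JAK2; 0% = DMSO-treated cells and 100% = JAK inhibitor I control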
# NPY-Y2 PAM-ag: NPY-Y2 potentiators or agonists, primary screen, cell-based. 220,000 compounds, 0.45% hits. cells expressing NPY-Y2, potentiator/agonist read-out. activation, % at 3.6 µM. Neuropeptide Y receptor type 2 (Homo sapiens), P49146; in the data active = activation above about 27%;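 note: cells stimulated with NPY near EC25 plus isoproterenol at EC100; 0% = vehicle plus submaximal agonist and 100% = vehicle plus saturating agonist; some results beyond the cut were filed as inactive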
# Target sequence (P49146 whole entry, looked up): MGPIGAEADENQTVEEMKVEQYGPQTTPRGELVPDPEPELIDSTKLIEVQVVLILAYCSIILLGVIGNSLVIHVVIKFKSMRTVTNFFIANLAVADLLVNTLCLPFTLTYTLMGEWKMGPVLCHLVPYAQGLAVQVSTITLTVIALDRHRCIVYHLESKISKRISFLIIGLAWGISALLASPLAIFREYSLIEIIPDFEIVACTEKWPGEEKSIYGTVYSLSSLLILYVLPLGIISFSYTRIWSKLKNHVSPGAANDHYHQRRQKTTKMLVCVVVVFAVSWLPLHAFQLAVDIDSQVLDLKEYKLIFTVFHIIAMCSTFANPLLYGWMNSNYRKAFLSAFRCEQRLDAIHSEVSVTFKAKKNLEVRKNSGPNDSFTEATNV
# p47phox inh: p47phox/p22phox peptide binding inhibitors, primary screen, biochemical, uHTS, NADPH oxidase regulatory subunit; Neutrophil cytosol factor 1 (Homo sapiens), P14598; inhibition, % at 24.7 µM; fluorescence polarization, 2 h; AID 1274, 2008; 220,000 compounds, 0.53% hits;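 active = inhibition above about 30%, limit read from the data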;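 note: 0% = p47phox with labelled peptide and 100% = labelled peptide alone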
# NPY1 pot ag: NPY-Y1 receptor potentiators or agonists, primary screen, cell-based; NPY-Y1 expressing cells, potentiator/agonist activation; activation, % at 3.6 µM; 220,000 compounds, 0.37% hits; AID 1304, 2008; Neuropeptide Y receptor type 1 (Homo sapiens), P25929; in the data active = activation above about 33%, passing the limit was not always enough;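 note: cells stimulated with NPY at EC10 then isoproterenol at EC100; 0% = low agonist plus stimulus and 100% = saturating agonist plus stimulus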
# Target sequence (P25929 whole entry, looked up): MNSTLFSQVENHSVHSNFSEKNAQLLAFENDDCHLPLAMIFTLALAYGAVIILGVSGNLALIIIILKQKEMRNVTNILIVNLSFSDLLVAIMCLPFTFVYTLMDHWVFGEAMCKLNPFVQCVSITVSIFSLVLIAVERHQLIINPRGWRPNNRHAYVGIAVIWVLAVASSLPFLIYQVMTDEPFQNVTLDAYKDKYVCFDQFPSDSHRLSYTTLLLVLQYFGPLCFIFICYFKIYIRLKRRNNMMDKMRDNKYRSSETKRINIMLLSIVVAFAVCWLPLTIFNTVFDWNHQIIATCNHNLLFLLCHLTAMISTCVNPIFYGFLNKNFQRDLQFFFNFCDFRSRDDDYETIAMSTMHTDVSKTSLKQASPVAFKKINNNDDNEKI
# S1P4 agonist: S1P4 receptor agonists, primary screen, cell-based; S1P4-expressing cell line, agonist reporter assay; activation, % at 4.98 µM; 220,000 compounds, 0.35% hits; in the data active = activation above about 11%;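 note: 0% = DMSO vehicle and 100% = reference agonist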
# CHOP inhibitor: inhibitors of CHOP promoter induction, primary screen, cell-based, unfolded protein response, luciferase reporter; CHO-K1 CHOP-promoter luciferase, tunicamycin-induced, 15-18 h; 220,000 compounds, 3.8% hits; AID 2732, 2010; inhibition, % at 10 µM;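 active = compounds that reduced the stress-induced luciferase reporter signal by more than about 70% of percent inhibition, limit read from the data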;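 note: 0% = tunicamycin plus vehicle and 100% = wells without tunicamycin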
# BaF3 tox: parental Ba/F3 cell viability inhibition, counter-screen for JAK2V617F inhibitor project, murine pro-B, CellTiter-Glo luminescence; CellTiter-Glo ATP luminescence; inhibition, % at 5.6 µM; 220,000 compounds, 1.1% hits;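 active = inhibition above a per-campaign cutoff, the mean inhibition of all tested compounds plus 3 SD, cut at about 27% in these data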;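 note: 0% = DMSO wells and 100% = JAK Inhibitor I control wells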
# NPY Y1 blocker: NPY-Y1 receptor antagonists, primary screen, cell-based | Neuropeptide Y receptor type 1 (Homo sapiens), P25929 | HEK293-CNG Y1 cells, membrane potential fluorescence; NPY at EC95, then isoproterenol | inhibition, % at 3.6 µM | 200,000 compounds, 1% hits | AID 1040, 2008;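 active = inhibition above the campaign mean inhibition of all tested compounds plus 3 SD, cut at about 20% in these data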;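 note: 0% = DMSO wells given NPY plus isoproterenol and 100% = isoproterenol alone without NPY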
#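 Assay system: HEK293 cells with Y1 receptor plus CNG channel | Probe or stimulus: NPY (25 nM), isoproterenol (1 µM), Ro 20-1724 (25 µM) | Timing: Compound incubation 1 h at room temperature, readout 45 min post-stimulation | Measured by: Membrane-potential fluorescent dye readout | Benchmarks: High control isoproterenol alone, low control NPY with isoproterenol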
# S1P4 antag: S1P4 receptor antagonists, primary screen, cell-based; S1P4-expressing cells, antagonist mode, reporter read-out; inhibition, % at 4.98 µM; 220,000 compounds, 0.26% hits; AID 1510, 2009; in the data active = inhibition above about 29%;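 note: 0% = wells stimulated with agonist and 100% = vehicle wells without agonist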
# Active calls of the source: *; nt = not tested or not shown.
SMILES,Ba/F3 V617F tox,NPY-Y2 PAM-ag,p47phox inh,NPY1 pot ag,S1P4 agonist,CHOP inhibitor,BaF3 tox,NPY Y1 blocker,S1P4 antag
O=C(NCCc1ccccc1)c1ccc(NC2=NC3CS(=O)(=O)CC3S2)cc1 (stereo not given),-2,-1,-10,5,3.6,18,2,-6,-2
CCCN1C(=O)/C(=C/c2ccc(C)s2)SC1=Nc1ccc(OC)cc1,1,3,-24,-8,0.5,16,-1,16,-1
O=CN1CCN(C2CC(=O)N(c3ccc4c(c3)OCO4)C2=O)CC1 (stereo not given),-2,2,-5,6,0.4,-1,4,5,-28
CC(C)(C)NS(=O)(=O)c1cccc(S(=O)(=O)c2cccc(S(=O)(=O)NC(C)(C)C)c2)c1,-2,26,-17,21,-2.3,50,2,3,-2
CCn1c(CNC(=O)c2ccccc2)nnc1SCC(=O)N1CCN(c2ccccc2)CC1,-5,-2,-12,-25,-0.5,14,-2,-2,-13
Cc1cnc(C(=O)N2CCCC(C(=O)c3ccc(C(C)(C)C)cc3)C2)cn1 (stereo not given),-3,3,3,12,-1.3,22,4,6,-14
C=CCOc1cccc(C2/C(=C(/O)c3ccc(Cl)cc3)C(=O)C(=O)N2CCN2CCOCC2)c1 (stereo not given),0,-8,-24,-15,2.1,-26,-1,-2,-14
CCC(C)N(NC(C)=O)c1nc(Cl)nc(NC(C)(C)C)n1 (stereo not given),3,-6,-10,2,0.6,-11,0,4,0
Nc1cc(-c2ccccc2)nn1Cc1ccccc1,4,7,9,-4,-0.8,-19,-2,-1,-3
Cn1nccc1C(=O)OCC(=O)Nc1nc(-c2ccccc2)cs1,1,-1,-6,4,-0.3,54,8,0,-7
Cc1ccc(C(C[N+](=O)[O-])c2c(C)cc3ccccn23)cc1 (stereo not given),-2,1,-6,-14,0.6,54,3,-3,-11
O=C(Cc1ncc(C(F)(F)F)cc1Cl)N1CCN(c2ccc(F)cc2)CC1,3,-3,-11,-7,0.1,35,8,13,-10
CSC(=S)NCc1cccnc1,-3,12,9,12,1.4,-8,1,-4,-8
Cc1cc(C)c2oc(C(=O)Nc3ccc(S(=O)(=O)N4CCC(C)CC4)cc3)cc(=O)c2c1,5,-1,-11,-17,-1.1,42,9,1,-7
CCN(CC)CC(C)OC(=O)c1ccccc1Cl (stereo not given),2,6,-17,-12,1.3,1,6,4,-20
CC(=O)N1CCN(Cc2nc3cc(Cl)ccc3c(=O)[nH]2)CC1,-3,11,-16,1,0.8,-6,-5,4,7
Cc1cccc(NC(=O)C2CCCN2S(=O)(=O)c2cccc3cccnc23)c1 (stereo not given),-2,-1,-17,23,-1.4,3,3,0,-23
CC1(C)Cc2c(sc3c2c(=N)n(Cc2ccco2)c(=O)n3Cc2ccccc2)CO1,3,5,-37,-18,-1.2,70*,10,9,1
O=C(Nc1ccc(S(=O)(=O)NC2=NCCCCC2)cc1)c1ccco1,3,-3,6,3,0.3,-14,0,11,-5
CCCc1cc(C(F)(F)F)c(C#N)c(=O)[nH]1,-3,-1,-15,6,0.5,0,-1,-1,-3
Cc1ccc(Cn2c(=N)n(CC(=O)c3ccccc3)c3ccccc32)cc1,-3,-11,-34,10,0.7,59,9,18,-18
CC(=O)N1C(Nc2ccc(Cl)cc2)CCN1c1ccccc1 (stereo not given),-1,0,-7,1,-0.7,54,0,4,-12
Nc1nc(/C=C/c2cccnc2)nc(-c2ccccc2O)n1,-5,8,-14,25,7.8,0,-1,-1,-4
C=CCSc1nnc(-c2nnc(SCC=C)n2-c2ccccc2)n1-c1ccccc1,7,-19,-1,10,-1.1,-23,7,3,-2
COc1ccc2nc(/C=N/NC(=O)CCNC(=O)OC(C)(C)C)ccc2c1,-4,-2,-7,7,0.7,-21,0,nt,-6
SMILES,Ba/F3 V617F tox,NPY-Y2 PAM-ag,p47phox inh,NPY1 pot ag,S1P4 agonist,CHOP inhibitor,BaF3 tox,NPY Y1 blocker,S1P4 antag
O=c1cnnc(N/N=C/C2CC=CCC2)[nH]1 (stereo not given),5,2,-17,1,-0.6,-3,10,2,-4
COc1ccc2c(c1)c1ncn(Cc3ccco3)c(=O)c1n2C,6,-18,-8,-4,-1.1,18,5,-2,7
COc1cccc(/C=N/NC(=O)CNC(=O)C2COc3ccccc3O2)c1O (stereo not given),-5,6,-3,-6,0.1,41,0,3,-33
CC(=O)c1ccc(Nc2cc(C)nc3ccccc23)cc1,7,0,0,1,0.8,1,12,16,-1
CCCCn1c(SCC(=O)NCc2ccco2)nnc1-c1ccoc1C,-3,-3,-34,-4,-1.7,8,2,1,-15
Cc1ccccc1Nc1nc2ccccc2s1,0,0,-8,-5,-0.2,-11,5,-1,-8
Nc1nc(NCc2ccco2)nc(N2CCOCC2)c1[N+](=O)[O-],-2,10,-5,-5,-2.8,15,-5,nt,8
Cc1ccc(Cn2ncc3c(N4CCCC4)ncnc32)cc1,-2,-9,-5,-42,3.8,14,3,0,7
Cc1ccc(CSCC(N)C(=O)O)cc1 (stereo not given),3,-2,-34,-15,1.8,2,8,2,-5
Cc1cc(C)c2oc(C(=O)N(Cc3ccccc3)c3ccccn3)cc(=O)c2c1,-4,-9,-6,11,-0.6,16,1,nt,5
COc1ccc(CNC(=O)CNS(=O)(=O)c2ccc(Cl)cc2)cc1,-1,2,3,-3,0.3,-9,4,-2,1
CCOC(=O)N1CCC(N2C(=O)c3ccc(C(=O)NCc4ccco4)cc3C2=O)CC1,1,2,-31,-11,0.0,5,3,-7,-14
Cc1cc(C)c(-c2c(O)c3c(n(C)c2=O)CC(C)(C)CC3=O)c(C)c1,4,2,-6,0,1.2,-9,3,1,-25
CCOP(=O)(OCC)C(NC(C)=O)C(=O)c1ccccc1 (stereo not given),1,-1,-1,-3,1.0,10,7,-4,-3
Nc1[nH]c(N=NC(=O)c2ccccc2O)c2ccccc12,-3,0,-11,-3,2.2,-37,4,-6,-7
O=C(c1n[nH]c(=O)c2ccccc12)N1CCN(c2ccccc2)CC1,4,-21,-8,-10,1.5,-2,4,0,-8
NNC(=O)c1ccc2[nH]c3c(c2c1)CCCC3,0,0,-8,2,2.5,10,6,-2,-25
O=c1c(-c2ccccc2)coc2c(CN3CCCC3)c(O)ccc12,4,-12,-12,-17,0.5,6,7,0,-18
O=C(Nc1nccs1)C1CCCN1S(=O)(=O)c1ccc(F)cc1 (stereo not given),-1,7,-4,-30,-3.6,12,3,-2,-23
Cc1oc2ccc(OS(C)(=O)=O)cc2c1C(=O)OC(C)C,42*,-2,-5,0,-0.8,25,85*,5,-1
COc1cccc(OC)c1CC1SC(=O)NC1=O (stereo not given),-1,8,-13,6,-0.7,27,-2,1,-21
CN(C)C(=O)NC(NC(=S)Nc1ccccc1)C(Cl)(Cl)Cl (stereo not given),1,-14,0,6,-1.1,11,6,-4,4
C=CCN(CC=C)CCOc1ccc(C)cc1[N+](=O)[O-],1,3,-3,4,0.8,2,4,3,-12
COC(=O)CCC(=O)Nc1cccc(C(=O)Nc2cccc(Cl)c2)c1,-6,5,-10,0,3.4,21,0,-4,5
O=C(NNC1=C(C(=O)C(F)(F)F)CCC1)c1ccc(Cl)cc1,1,-2,-21,-6,0.6,31,5,2,-14
SMILES,Ba/F3 V617F tox,NPY-Y2 PAM-ag,p47phox inh,NPY1 pot ag,S1P4 agonist,CHOP inhibitor,BaF3 tox,NPY Y1 blocker,S1P4 antag
CC(=O)OCCCN1c2ccccc2Nc2nnc(-c3ccccc3)cc21,1,-1,-15,17,1.7,-27,6,-2,-5
O=C1c2cccc3c(N4CCCCC4)ccc(c23)C(=O)N1c1cccc(O)c1,1,-31,-158,-11,1.3,72*,4,7,19
Cc1ccc(C(C(=O)NC2CCCC2)N(Cc2cccnc2)C(=O)c2snc(C(N)=O)c2N)o1 (stereo not given),2,-3,-2,4,0.9,-20,2,0,-17
CCOC(=O)N1CCc2c(sc(N)c2C#N)C1,1,2,-3,4,1.4,-7,2,nt,-15
COc1ccc(N=C2SC(CC(=O)Nc3ccc(F)cc3)C(=O)N2Cc2ccco2)cc1 (stereo not given),-4,16,-15,-6,-1.8,58,2,3,0
CCOc1ccc(C(=O)Nc2ccccc2C(=O)O)cc1,4,2,6,-6,0.1,20,6,-3,7
CCCCC1(C)Nc2ccccc2-c2nc3ccccc3n21 (stereo not given),0,-16,-13,-19,-0.1,-4,10,2,-6
O=C(CN1CCCC1)NCC12CC3CC(CC(C3)C1)C2,-4,8,1,14,0.7,-2,4,-4,-1
CCC(C)(C)n1nnnc1C(C(C)C)N1CCC(C(N)=O)CC1 (stereo not given),-2,-2,-193,-12,-0.7,-17,1,-7,3
Cc1cccc(NC(=S)NCc2ccncc2)c1C,2,-5,0,12,0.0,14,4,-1,-31
Cc1ccc(-n2c(=O)c3sccc3n(Cc3cc(=O)n4cc(Cl)ccc4n3)c2=O)cc1F,-2,-2,-43,16,0.9,29,2,2,-3
CCC(=O)N1CCN(c2ccc(NC(=O)COc3ccccc3Cl)cc2)CC1,-4,11,-9,18,1.9,10,3,1,-14
O=C(c1c(F)cccc1F)N1CCN(c2ccccc2F)CC1,3,8,-15,15,0.1,-1,1,0,-21
O=C(CN1CCOc2ccccc21)N1CCCC1,-3,2,-5,-26,2.9,-2,6,4,-5
O=C(CN1C(=O)C2CC=C(Cl)CC2C1=O)N1CCOCC1 (stereo not given),-4,6,-8,11,-1.0,28,1,2,-19
CCn1cc([N+](=O)[O-])c(C(=O)Nc2cc(C)on2)n1,0,10,-3,-12,1.8,-7,4,8,9
CC(C)[C@H](NC(=O)C1(c2ccccc2)CCN(C(=O)OC(C)(C)C)CC1)C(=O)O,3,10,58*,0,3.0,29,0,1,7
Cc1nc2ccccn2c1C(=O)/C=C/c1cccc([N+](=O)[O-])c1,-3,-1,20,-6,5.0,-137,-4,6,3
COc1ccc(N2CCN(C(=O)C(=O)c3c(C)n(C)c4ccccc34)CC2)cc1,-4,2,-2,11,-1.6,2,2,0,1
Nc1ccc(Cc2nc3c(ccc4ccccc43)[nH]2)cc1,-3,17,-10,24,1.3,-7,4,-1,3
COc1ccc(NC(=O)N(CCc2ccccc2)Cc2cc3c(C)cc(C)cc3[nH]c2=O)cc1,-1,-18,-14,4,-1.6,10,5,0,-3
CCN(CC)c1ccc(NC(=O)c2cccnc2)c(C)c1,1,15,-7,27,-1.1,-6,2,-7,-4
COc1ccc(OCC#CCN2CC(C)OC(C)C2)cc1 (stereo not given),-4,2,-5,-11,-0.8,8,-3,-4,-9
CCn1c(SCC(=O)NC(=O)NCc2ccco2)nnc1-c1cccs1,2,-1,3,-8,0.6,-5,2,2,-20

# 3 compounds already listed, arranged by SMILES length, rising:
SMILES,Ba/F3 V617F tox,NPY-Y2 PAM-ag,p47phox inh,NPY1 pot ag,S1P4 agonist,CHOP inhibitor,BaF3 tox,NPY Y1 blocker,S1P4 antag
CCCCC1(C)Nc2ccccc2-c2nc3ccccc3n21 (stereo not given),0,-16,-13,-19,-0.1,-4,10,2,-6
Nc1ccc(Cc2nc3c(ccc4ccccc43)[nH]2)cc1,-3,17,-10,24,1.3,-7,4,-1,3
COc1ccc(NC(=O)N(CCc2ccccc2)Cc2cc3c(C)cc(C)cc3[nH]c2=O)cc1,-1,-18,-14,4,-1.6,10,5,0,-3

# Screens (PubChem)
